# AID2073 = inhibitors of Mint1-CaV2.2 protein interaction, biochemical, HTRF (AID 2073); HTRF protein-protein interaction, Mint1-CaV2.2; higher % means a stronger effect; inhibition, % at 20 µM; hits with a dose series show IC50 in µM; 0.19% of 290,000 active; in the data active means inhibition mostly above about 51%, no sharp cut-off; inconclusive means no clear call, values can overlap the other calls; inactive means mostly below about 53%; further: some results filed as inactive read as strong as hits
# ER stress rescue = rescue of cells from ER stress-induced death, primary screen, 384-well, CSM14.1, thapsigargin, ATP luminescence (AID 1222) | CSM14.1 thapsigargin-induced death rescue, ATP luminescence; higher % means a stronger effect | cellular ATP content (survival), % at 20 µM, or EC50 in µM where a hit was titrated | 190,000 tested, under 10 active;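 active means EC50 below 50 µM in the dose-response confirmation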;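 further: death triggered by thapsigargin at about 15 µM added after 2 h compound pretreatment; cell ATP read after overnight thapsigargin exposure of roughly 18 to 22 hours; normalized against plate controls of thapsigargin alone and 5% DMSO vehicle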
# XIAP antagonists = small molecules displacing peptide from XIAP – biochemical, IAP family, fluorescence polarization (AID 1018). XIAP BIR domain, fluorescence polarization peptide displacement; higher % means a stronger effect. displacement, % at 20 µM, or IC50 in µM where a hit was titrated. 0.007% of 200,000 active; in the data active means displacement above about 50%; further: a part of the inactive calls stands beside numbers as strong as those of hits
# Siah-1 displacement = Siah-1 peptide-binding antagonists, primary screen, biochemical, fluorescence polarization, rhodamine-plectin, uHTS (AID 1817). Siah-1 / rhodamine-plectin peptide fluorescence polarization; higher % means a stronger effect. displacement, % at 20 µM; hits with a dose series show IC50 in µM. 0.02% of 290,000 active;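 active means displacement of at least 50% at 20 µM, with a fluorescence ratio check between 0.3 and a set limit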;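 further: plate controls were Siah plus tracer with DMSO for no effect and tracer alone without Siah for full effect; strong numbers were not always called active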
# M1AAP inhibition = malaria alanyl aminopeptidase activity blockers – biochemical, fluorogenic H-Leu-NHMec substrate, 1536-well (AID 1445). recombinant M1AAP, H-Leu-NHMec fluorogenic kinetic assay; higher % means a stronger effect. one-dose inhibition, % at 30 µM; IC50 in µM for titrated hits. 0.42% of 220,000 active;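 active means primary inhibition above the hit cutoff, then over 50% inhibition at one or more dose response concentrations, cut at about 23% in these data, passing the limit was not always enough; inconclusive means conflicting primary data, or primary hits not chosen for dose response; inactive means low primary inhibition, or under 50% at every dose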;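 further: plate controls were DMSO full reaction for no effect and no enzyme background for full effect; strong numbers were not always called active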
# Hep lipid drop = modulators of hepatic lipid droplet formation; AML12 mouse hepatocytes, oleate lipid droplets, BODIPY imaging; inhibition, % at 6.5 µM; 0.4% of 240,000 active;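 active means lipid droplet intensity inhibited by at least 50%, with more than 500 cells counted; inconclusive means wells with under 300 cells, treated as cytotoxic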
#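 Material – AML12 mouse liver cells · Also added – oleate loading, 100 µM · Compound dosing – 6.5 µM single-point dosing · Times – overnight treatment with compound plus oleate · Measured by – fluorescence imaging, 20x objective, two fields per well · Read-out – percent inhibition of filter-corrected integrated lipid droplet intensity per well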
# P. falciparum M17LAP = P. falciparum M17LAP inhibitors, primary screen, biochemical, fluorogenic H-Leu-NHMec substrate, 1536-well (AID 1619). recombinant M17LAP, H-Leu-NHMec fluorogenic kinetic assay; higher % means a stronger effect. inhibition, % at 30 µM; hits with a dose series show IC50 in µM. 0.38% of 220,000 active;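 active means compound inhibiting the enzyme by more than half at any dose during confirmatory dose-response retesting; inconclusive means strong single-dose inhibitors picked by rank but not retested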;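 further: plate controls were full reaction with DMSO carrier for no effect and no enzyme background for full effect; strong numbers were not always called active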
# LYP inhibition = inhibitors of LYP phosphatase, biochemical, fluorescence intensity, uHTS (AID 1779) | 0.054% of 290,000 active | one-dose inhibition, % at 11.5 µM; IC50 in µM for titrated hits | recombinant LYP phosphatase, fluorescence intensity; higher % means a stronger effect;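 further: plate controls were vehicle with enzyme for no effect and no enzyme for full effect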
# NOD2 inhibition = NOD2 signaling inhibitors, cell-based, luminescence, uHTS, HEK293 (AID 1566); HEK293 NOD2/NF-kB luciferase reporter, luminescence; higher % means a stronger effect; 0.63% of 290,000 active; one-dose inhibition, % at 4 µM; EC50 in µM for titrated hits; further: many of its hits are not listed in these tables
# Hep lipid drop cells 6.5 µM = second read-out of Hep lipid drop, no call of its own (marks repeat the call); cell count; measured here: cell count, cytotoxicity flag;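 cells counted across two imaged fields per well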
# The depositor's hits bear a star; ? = inconclusive; . = not tested or not shown. Unless noted, no stated cut-off is given here; in the data, active means inhibition above about 50%; inactive means the rest.
SMILES,AID2073,ER stress rescue,XIAP antagonists,Siah-1 displacement,M1AAP inhibition,Hep lipid drop,Hep lipid drop cells 6.5 µM,P. falciparum M17LAP,LYP inhibition,NOD2 inhibition
CCN(CC)S(=O)(=O)c1ccc(C(=O)N2CCN=C2SC)cc1,4%,.,-2.9%,2%,2%,10,644,-9%,-6%,7%
CCOC(=O)c1cnc2c(-c3ccc(F)cc3)cnn2c1C(F)(F)F,35%,-0.7%,-18%,-3%,5%,-3,716,-6%,-6%,-7%
Cc1cc(CN(C)C(=O)c2ccc(OC3CCN(CCc4ccccc4)CC3)cc2)on1,6%,.,.,2%,.,-4,841,.,-6%,-8%
COc1ccccc1CNC(=O)C1(NC(=O)Nc2ccc(C)cc2)CCCCC1,0%,-1.7%,-5.0%,-2%,7%,1,671,2%,-2%,5%
COc1ccc(C=O)c2[nH]c3c(Cl)ncnc3c12,34%,.,.,-5%,.,9,818,.,-6%,14%
O=C(CCc1nc(-c2ccccc2Cl)no1)NCCc1ccccc1,21%,.,.,4%,.,2,838,.,-5%,6%
COc1ccccc1-c1noc(-c2cccnc2)n1,-7%,.,-2.2%,-3%,-2%,-5,663,-4%,-2%,-27%
CC1(C)Cc2c(sc3ncn4nnnc4c23)CO1,21%,-2.8%,-2.0%,-2%,.,.,.,.,-11%,11%
O=C(Nc1ccc2nc[nH]c2c1)c1ccco1,-10%,-3.7%,-1.3%,-4%,4%,.,.,-1%,-5%,0%
CCOC(=O)c1oc2ccccc2c1CN1CCCCC1,8%,.,-6.8%,-3%,-1%,-2,663,9%,-3%,7%
CCn1c(SCc2ccccc2)nnc1C1CCN(S(=O)(=O)c2ccc(OC)cc2)CC1,-4%,1.9%,-7.1%,1%,6%,.,.,1%,-6%,8%
O=C(Nc1nccs1)c1ccc2ccccc2n1,15%,.,.,0%,.,11,852,.,0%,-73%
CCOC(=O)c1ccc2nc(NC(NC(C)=O)(C(=O)OC)C(F)(F)F)sc2c1 (stereo not drawn),6%,1.5%,1.5%,-2%,3%,.,.,6%,-3%,-8%
COc1ccc(OCc2cc(C(=O)NCCN3CCCc4ccccc43)no2)c(Cl)c1,3%,.,.,1%,.,-8,745,.,2%,-11%
O=S(=O)(c1cccc(C(F)(F)F)c1)N1CCCC1c1cccnc1 (stereo not drawn),8%,.,.,-2%,-4%,-4,748,2%,-2%,15%
CC(C)Cc1nnc(NC(=O)c2cc([N+](=O)[O-])ccc2N2CCOCC2)s1,-7%,.,.,-2%,.,-15,790,.,-4%,6%
NNC(=O)COc1cccc2cccnc12,7%,-2.0%,-2.5%,0%,-6%,-3,698,18%,2%,3%
CCOC(=O)CCn1nc(-c2ccc(Cl)cc2)cc1N,-1%,-0.3%,-3.3%,1%,0%,15,747,-5%,-1%,-20%
Cc1nc2ccccc2n1CC(=O)NCCN1CCCC1,8%,-2.2%,-4.3%,6%,4%,0,707,13%,-4%,-6%
C/C(=N\Nc1nc2ccccc2nc1C)c1ccccc1O,14%,.,.,-3%,1%,4,680,3%,-7%,28%
CC(c1nnc(Sc2nnnn2-c2ccccc2)n1-c1ccc(F)cc1)N(C)C (stereo not drawn),12%,0.1%,0.6%,1%,13%,.,.,10%,-11%,4%
CCOCCCNCc1cc(Cl)cc(Cl)c1OCC,-3%,-0.8%,-3.9%,-7%,6%,-3,682,1%,4%,-13%
O=C(CNc1cc(S(=O)(=O)N2CCCC2)ccc1OCC(F)(F)F)Nc1cccc(C(F)(F)F)c1,1%,0.2%,1.6%,-1%,0%,54*,639*,-4%,8%,21%
CCOC(=O)C1(CCOC)CCN(Cc2ccncc2)CC1,1%,-0.8%,-2.3%,4%,-6%,-2,737,-4%,-6%,17%
O=C(CN1CCN(Cc2ccccc2)CC1)NCc1ccc(Cl)cc1,-6%,.,.,0%,.,-2,802,.,-11%,-8%
CCN(CC)CCNCc1ccc(Br)cc1OCC(=O)NCc1ccccc1,0%,-1.1%,-3.1%,-2%,-10%,3,668,0%,-6%,20%
O=C(CCNC(=O)C1CCN(S(=O)(=O)c2ccc(F)cc2)CC1)NCc1cccc(Cl)c1,?,.,.,-2%,.,22,689,.,-10%,21%
CCOC(=O)c1sc(NC(=O)CCN2CCC(C)CC2)c(C(=O)OCC)c1C,-1%,1.4%,-11%,2%,7%,-9,711,-6%,1%,-9%
COc1cc(NC(=O)CN2CCCCCC2)cc(OC)c1,-5%,.,.,-1%,.,20,703,.,-10%,-2%
CCn1cnc2cc(NCc3nc4ccccc4n3Cc3ccccc3)ccc21,-6%,-0.6%,-2.1%,24%,6%,-22,701,6%,-8%,20%
O=C(CCN1C(=O)/C(=C\C=C\c2ccccc2)SC1=S)Nc1ccccc1C(=O)O,2%,.,.,0%,.,-2,647,.,-8%,-24%
COC(=O)c1nc(NC(=O)c2ccc(Cl)cc2)n[nH]1,-18%,1.3%,-2.5%,-2%,-7%,2,778,-16%,-11%,19%
C=CCc1ccccc1OCC(O)CN(C(C)C)C(C)C (stereo not drawn),-1%,-1.5%,-3.3%,0%,8%,.,.,2%,-4%,4%
Cc1sc2ncn(CC(=O)NCCCC(=O)N3CCCCC3)c(=O)c2c1C,10%,.,.,10%,.,-2,687,.,-12%,8%
O=C1C(=O)N(c2nccs2)C(c2ccccc2F)/C1=C(\O)c1ccc2c(c1)OCCO2 (stereo not drawn),17%,.,.,1%,.,1,684,.,-4%,37%
c1ccc(-c2cnnc(N3CCCCC3)n2)cc1,1%,-0.8%,0.3%,0%,-2%,.,.,4%,-3%,-79%
Cc1ccc2c(c1)N(C(=O)CCC(=O)NCCCN1CCN(C)CC1)CC(C)O2 (stereo not drawn),8%,.,.,5%,.,0,745,.,-9%,10%
CC(=O)c1ccc(N2CCN(c3ccccc3O)CC2)c([N+](=O)[O-])c1,-4%,.,.,3%,.,9,811,.,-3%,20%
CC(C)CN(CC(C)C)C(=O)CC(=O)NC(=O)c1ccc(Cl)cc1,4%,-0.2%,-6.6%,-2%,-7%,.,.,7%,-9%,23%
CN1/C(=C/c2cccc[n+]2CCO)Sc2ccccc21,-4%,.,.,4%,.,0,834,.,-1%,1%
CN(C)S(=O)(=O)c1cccc(NC(=O)COC(=O)/C=C/c2ccc([N+](=O)[O-])cc2)c1,2%,.,-10%,-5%,45%,-9,736,4%,0%,3%
CCOc1ccc2ccccc2c1C1NC(=O)N(C)C(C)=C1C(=O)OCCOC (stereo not drawn),1%,.,.,1%,.,-4,745,.,-12%,-7%
C=CCn1cc(/C=N/N2C(=O)C3C4C=CC(C4)C3C2=O)c2ccccc21 (stereo not drawn),-1%,1.1%,-3.4%,12%,1%,6,573,3%,-5%,-14%
COc1ccc(N2CCN(Cc3cc(OC)c(O)c([N+](=O)[O-])c3)CC2)cc1,-3%,-0.8%,-3.4%,4%,1%,7,597,13%,-4%,8%
O=C(NCc1ccco1)C1CCCN(S(=O)(=O)c2ccc(Cl)cc2)C1 (stereo not drawn),-8%,-0.8%,-2.7%,4%,14%,22,771,14%,-7%,-14%
COC1(OC)N=C(N)C2(C#N)C(c3ccc4c(c3)OCO4)C12C#N (stereo not drawn),-7%,-0.5%,1.5%,2%,4%,.,.,15%,-7%,-9%
CCN(CC)C(=O)C(C(=O)c1cccc([N+](=O)[O-])c1)n1cc(Cl)ccc1=O (stereo not drawn),10%,0.4%,-9.4%,-5%,7%,19,745,6%,2%,8%
Cc1cc(C)n(-c2nc(-n3nc(C)cc3C)c3c4c(sc3n2)COC(C)(C)C4)n1,-5%,-1.8%,0.4%,1%,7%,.,.,-2%,0%,16%
CCCc1cc(=O)oc2c3c(cc(OCC(=O)N[C@@H](CSC)C(=O)O)c12)OC(C)(C)CC3,33%,.,.,-1%,.,17,822,.,-12%,13%
O=C1CCN(Cc2ccccc2)S(=O)(=O)c2ccccc21,-12%,.,.,4%,1%,-6,680,-8%,-9%,2%
CNC(=O)C(=O)NCC1OCCN1S(=O)(=O)c1ccc(C)cc1 (stereo not drawn),5%,.,.,5%,.,-6,706,.,-10%,-6%
COc1ccccc1CCn1c(N)cc(=O)[nH]c1=O,8%,.,.,-2%,.,-1,788,.,-7%,18%
COCc1cc(=O)[nH]c2cc(NC(=O)c3cccc(OC)c3)c(C)cc12,13%,.,.,-1%,.,-108,764,.,-5%,0%
COc1cccc(C2C(=O)N(C3CCCCC3)CC(=O)N2Cc2ccc(F)cc2)c1 (stereo not drawn),11%,0.5%,-4.7%,2%,-4%,13,788,-9%,3%,0%
O=C(NCCC(=O)N1CCCC(C(F)(F)F)C1)c1ccc(Br)cc1 (stereo not drawn),12%,.,.,0%,.,-15,784,.,-6%,16%
CCCCN(C)S(=O)(=O)c1cc(Br)cc2c1N(C(=O)C1CC1)CC2,-2%,-1.1%,-14%,-2%,13%,-5,745,-13%,4%,22%
COc1ccccc1CC(Cc1nc2ccccc2[nH]1)c1nc2ccccc2[nH]1 (stereo not drawn),-5%,4.9%,-4.3%,3%,-6%,-28,525,10%,-10%,18%
Cc1cc(/C=C2\SC(=S)NC2=O)c(C)[nH]1,38%,-1.0%,-4.9%,-12%,23%,2,662,14%,5%,-33%
COc1cccc(N=CC2=C(O)CC(C)(C)CC2=O)c1,2%,-0.6%,-3.7%,2%,6%,23,739,36%,3%,-24%
Cc1nn(-c2cc(N3CCCCC3)ccc2[N+](=O)[O-])c(=O)c2ccccc12,1%,-0.7%,-1.3%,-9%,6%,4,761,4%,1%,-6%

# (further entries)
SMILES,AID2073,ER stress rescue,XIAP antagonists,Siah-1 displacement,M1AAP inhibition,Hep lipid drop,Hep lipid drop cells 6.5 µM,P. falciparum M17LAP,LYP inhibition,NOD2 inhibition
CC(=O)Nc1sc(C)c(C)c1C(=O)Nc1ccc(C)cc1,2%,1.5%,-2.7%,-1%,10%,.,.,-9%,-2%,-7%
O=C(NNc1cccc(Cl)n1)Nc1ccc(Cl)cc1,-69%,0.7%,-6.0%,-1%,0%,.,.,4%,1%,16%
Cc1ccc(CNC(=O)CN(c2cccc([N+](=O)[O-])c2)S(C)(=O)=O)cc1,1%,-0.1%,-6.2%,5%,2%,-4,744,-1%,-4%,5%
COc1ccc(N2C(=O)CCC(C(=O)Nc3cccc(C)n3)C2c2ccc(OC)c(OC)c2)cc1 (stereo not drawn),19%,-0.6%,-0.6%,-2%,6%,-4,675,5%,0%,18%

# Screening results (PubChem BioAssay)

# Only part of the results is shown. The share of hits here may be higher or lower than overall.
